A350 autofl = qHTS Assay for Spectroscopic Profiling in A350 Spectral Region; Compound autofluorescence, 340/450 nm, Alexa 350 dye-equivalents; stronger effect = higher value; max dye-equivalent concentration, M; actives 11% (n = 59,000); in the data active = max dye-equivalent concentration above about 10 nM; inconclusive = mostly about 1.1 nM to 9.6 nM
Rhodamine fluor = qHTS Assay for Spectroscopic Profiling in Rhodamine Spectral Region | actives 0.05% (n = 59,000) | max dye-equivalent concentration, M | Rhodamine-region fluorescence, 547/598 nm, Tris buffer; stronger effect = higher value; in the data active = max dye-equivalent concentration above about 11 nM; inconclusive = between about 1.1 nM and that limit
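Steps: pin-transfer compounds into pH 8.0 Tris (100 mM), hold 15 min at room temperature, image with a 547/598 nm filter pair, and convert intensities to rhodamine-equivalent concentration using a six-point on-plate rhodamine series.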
Casp1 inh = qHTS Assay for Allosteric/Competitive Inhibitors of Caspase-1. P29466. Caspase-1 enzyme, Ac-WEHD-AFC fluorogenic rate. Potency, µM (top dose mostly 57.5 µM), without a hit: at the highest dose activity change, negative = inhibition, actives largely listed as inhibitors. actives 0.03% (n = 75,000). AID 900, 2007;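 also: potency is read from the fitted curve at half-maximal effect; plate controls were vehicle for no effect and no substrate for full effect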
Target sequence (P29466 120-297 limits assumed): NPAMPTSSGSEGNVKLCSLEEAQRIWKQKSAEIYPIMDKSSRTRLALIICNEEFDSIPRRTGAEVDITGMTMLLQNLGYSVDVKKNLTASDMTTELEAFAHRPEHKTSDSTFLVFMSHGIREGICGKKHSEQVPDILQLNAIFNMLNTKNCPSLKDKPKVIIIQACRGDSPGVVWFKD
Target sequence (P29466 317-404 limits assumed): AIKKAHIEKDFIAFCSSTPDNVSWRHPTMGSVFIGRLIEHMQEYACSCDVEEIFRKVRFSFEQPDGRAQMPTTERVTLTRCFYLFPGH
Texas Red fluor = qHTS Assay for Spectroscopic Profiling in Texas Red Spectral Region. Compound fluorescence, Texas Red channel, 547/618 nm; stronger effect = higher value. max dye-equivalent concentration, M. actives 0.06% (n = 59,000). AID 587, 2007; in the data active = max dye-equivalent concentration above about 10 nM; inconclusive = between about 1.1 nM and that limit
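Spectral interference profiling: each compound concentration's relative fluorescence, read with a 547 nm excitation and 618 nm emission filter pair, was normalized to a per-plate Texas Red standard curve.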
Casp7 inh = qHTS Assay for Allosteric/Competitive Inhibitors of Caspase-7. Potency, µM (doses to about 57.5 µM), for inactives: at the highest dose activity change, negative = inhibition, hits mostly inhibitors. actives 0.02% (n = 75,000). recombinant caspase-7, Ac-DEVD-AFC fluorescence rate; active = well fitted inhibition curve with a large enough effect in the main read-out, with a control signal flat, not every such curve was filed as active; inconclusive = small, poorly fitted or top-dose-only effect, or a change in a side signal; also: potency is read from the fitted curve at half-maximal effect; % of control where 0% means no effect
Target sequence (P55210 24-198 limits assumed): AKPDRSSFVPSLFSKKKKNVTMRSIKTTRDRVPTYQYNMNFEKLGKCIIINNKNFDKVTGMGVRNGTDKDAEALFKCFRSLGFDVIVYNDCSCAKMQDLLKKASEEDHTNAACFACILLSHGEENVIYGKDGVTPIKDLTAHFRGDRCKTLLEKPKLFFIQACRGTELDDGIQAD
Target sequence (P55210 207-303 limits assumed): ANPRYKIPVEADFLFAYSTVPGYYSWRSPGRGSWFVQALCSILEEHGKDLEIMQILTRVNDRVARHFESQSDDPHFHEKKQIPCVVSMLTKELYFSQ
4MU fluor = qHTS Assay for Spectroscopic Profiling in 4-MU Spectral Region; max dye-equivalent concentration, M; AID 589, 2007; compound autofluorescence, 340/450 nm, 4-MU equivalents; stronger effect = higher value; actives 11% (n = 59,000); in the data active = max dye-equivalent concentration above about 10 nM; inconclusive = mostly about 1.1 nM to 9.6 nM
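Intrinsic fluorescence at 340/450 nm (ex/em) was read after 15 min at room temperature in pH 8.0, 100 mM Tris. Each compound concentration expressed as 4-MU-equivalent concentration from a six-point 4-MU standard series on each plate.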
USP2a inh = qHTS Assay for Inhibitors of Ubiquitin-specific Protease USP2a | Potency, µM (highest dose often 38.3 µM), for inactives: at the highest dose activity change, negative = inhibition, actives largely listed as inhibitors | actives 0.1% (n = 60,000) | Ubiquitin carboxyl-terminal hydrolase 2 (Homo sapiens), O75604 | USP2a enzymatic assay, qHTS inhibition;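 also: potency is read from the fitted curve at half-maximal effect; nearly all actives have a fitted effect of over 60% in size; plate controls were DMSO for no effect and NEM full inhibition control for full effect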
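Coupled readout: USP2-cleaved Ub-PLA2 (20nM final) turns over NBD C6-HPC (20uM final), Ex 460nm/Em 535nm after 2.5 h, time-zero read flagging artifacts. Enzyme (20nM final, pH 8.0 Tris) given 30 min RT with compound first; NEM defines full inhibition.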
BRCT PPI green = qHTS Assay for Inhibitors of BRCT-Phosphoprotein Interaction (Green Fluorophore); Breast cancer type 1 susceptibility protein (Homo sapiens), P38398; BRCA1 BRCT-phosphopeptide binding, green fluorescence polarization; Potency, µM (titrated, usually from 76.9 µM), without a hit: at the top dose activity change, negative = inhibition, most hits filed as inhibitors; actives 0.05% (n = 75,000); AID 875, 2007;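 also: potency is read from the fitted curve at half-maximal effect; plate controls were peptide without protein for full effect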
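Compounds were incubated for 12 min at room temperature with a complex of 100 nM fluorescein-tagged pBACH1 decapeptide and 250 nM His-tagged BRCT protein. Buffer was phosphate pH 7.3 with EDTA, DTT and Tween 20. Disruption of binding lowers the polarization signal.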
HEK293 cAMP cs = qHTS Assay for Agonists of the Thyroid Stimulating Hormone Receptor: Activators of Intracellular cAMP Concentrations in Parental HEK 293; actives 2.5% (n = 73,000); AID 938, 2007; parental HEK293 CNG cAMP sensor, membrane potential fluorescence; Potency, µM (top dose mostly 57.1 µM), inactives show at the highest dose activation, hits mostly activators; also: potency is read from the fitted curve at half-maximal effect; % of control where 0% means no effect; nearly all actives have a fitted effect of over 55% in size
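Parental HEK 293 cells stably expressing a cAMP-gated CNG channel were loaded with membrane potential dye containing 100 uM RO 20-1724 for 60 min. Compound added for 30 min; depolarization read as fluorescence intensity at 590 nm.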
BRCT PPI red = qHTS Assay for Inhibitors of BRCT-Phosphoprotein Interaction (Red Fluorophore). AID 892, 2007. actives 0.03% (n = 75,000). Potency, µM (doses to about 76.9 µM), without a hit: at the top dose activity change, negative = inhibition, hits mostly inhibitors. BRCT-phosphopeptide binding, red fluorescence polarization; also: % is scaled to controls: 0 for no effect and ±100 for the full control effect
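Fluorescence polarization: 100 nM His-tagged BRCA1 BRCT with 100 nM TAMRA-labelled phospho-BACH1 decapeptide, phosphate buffer pH 7.3 with 150 mM NaCl, DTT, 0.01% Tween 20; 12 min RT. Binding inhibition seen as FP decrease.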
Fluorescein fluor = qHTS Assay for Spectroscopic Profiling in Fluorescein Spectral Region; Compound autofluorescence, 480/540 nm, fluorescein-equivalent; stronger effect = higher value; max fluorescein-equivalent concentration, M; actives 0.91% (n = 59,000); AID 593, 2007; in the data active = max fluorescein-equivalent concentration above about 10 nM; inconclusive = between about 1.1 nM and that limit
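Read-out is intrinsic compound fluorescence at 480/540 nm (excitation/emission), expressed as dye-equivalent concentration using a fluorescein standard series run on every plate. Compounds sat 15 min at room temperature in 100 mM Tris, pH 8.0.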
Active calls of the source: *; i = inactive; u = inconclusive; x = no result given; [ ] = dose if it differs, or a comment. Unless noted, calls follow the shape of the dose curve; as a rule, active = well fitted curve in the direction sought with a large enough effect; inconclusive = small, poorly fitted or top-dose-only effect, or another doubt; inactive = no such curve, though single readings can be large; an effect the other way counts as inactive or inconclusive.

SMILES	A350 autofl	Rhodamine fluor	Casp1 inh	Texas Red fluor	Casp7 inh	4MU fluor	USP2a inh	BRCT PPI green	HEK293 cAMP cs	BRCT PPI red	Fluorescein fluor
O=C(Cn1cnc2ccccc2c1=O)NCc1ccco1	i	i	-1%	i	0%	i	-8%	-2.3%	-2%	2.3%	u
COc1ccc(S(=O)(=O)N2CCN(C)CC2)cc1C	x	x	-5%	x	-2%	x	x	-1.3%	5%	1.1%	x
CCc1ccc2oc(=O)cc(CN3CCOCC3)c2c1	u	i	1%	i	-1%	u	1%	-2.6%	10%	0.7%	u
CCOC(=O)N1CCN(C(=O)c2ccc3c(c2)NC(=O)C(N2CCOCC2)S3)CC1 (stereo unspecified)	i	i	-3%	i	-1%	i	5%	0.2%	2%	-1.1%	i
CCCOc1ccccc1C(=O)N(Cc1cccs1)C1CCS(=O)(=O)C1 (stereo unspecified)	i	i	1%	i	0%	i	0%	-1.9%	9%	0.6%	i
Cc1cc(C)c(NC(=O)CSc2nnc(-c3ccncc3)n2Cc2ccco2)c(C)c1	i	i	-3%	i	0%	i	28%	-1.2%	2%	0.9%	u
CCc1ccc(OCC(=O)N(C)C2CCS(=O)(=O)C2)cc1 (stereo unspecified)	i	i	2%	i	-2%	i	-1%	-1.1%	4%	1.1%	i
O=C1CC(c2ccc(F)c(Br)c2)C2=C(CCCC2=O)N1 (stereo unspecified)	i	i	-1%	i	-4%	i	10%	1.5%	20%	0.3%	u
COc1ccc(NC(=O)CCOc2ccccc2)c(OC)c1	i	i	-1%	i	0%	i	0%	2.6%	8%	-0.5%	i
O=C(CCCN1C(=O)c2ccccc2C1=O)N1CCC(c2ccccc2)C1 (stereo unspecified)	i	i	x	i	x	i	x	x	x	x	u
COc1ccc(/C(O)=C2/C(=O)C(=O)N(CCN(C)C)C2c2ccc(C)cc2)cc1Cl (stereo unspecified)	i	i	-1%	i	-1%	i	10%	-2.3%	-3%	-1.2%	i
O=C1CCCc2nc3nc4ccccc4n3cc21	u	i	-5%	u	-4%	i	-4%	-2.6%	1%	-0.7%	u
O=S(=O)(NCC(c1cccnc1)N1CCN(c2ccc(F)cc2)CC1)c1ccc(F)cc1 (stereo unspecified)	x	x	-4%	x	-2%	x	x	-0.2%	2%	-0.7%	x
CN(C)CCCNc1oc(-c2ccccc2)nc1C#N	u	i	0%	i	0%	u	-7%	-2.0%	4%	-2.0%	i
C=CCn1c(SCC(=O)NCc2ccccc2)nnc1-c1ccccc1O	i	i	2%	u	1%	i	6%	1.9%	4%	0.7%	i
Cc1ccc(S(=O)(=O)N2CCCCC2C(=O)NCc2ccco2)cc1 (stereo unspecified)	u	i	1%	u	7%	i	8%	-1.5%	3%	0.7%	u
CC(C)=CCCC(C)CCO (stereo unspecified)	x	x	3%	x	-2%	x	x	-3.7%	-12%	-1.2%	x
O=C(Nc1cccnc1)Nc1ccccn1	x	x	-2%	x	1%	x	-3%	-5.3%	u	-0.5%	x
C[C@H](CN(C)C)C(O)(c1ccccc1)c1ccccc1	i	i	0%[11.5 µM]	i	0%[11.5 µM]	i	x	-0.6%[15.4 µM]	5%[11.4 µM]	-0.1%[15.4 µM]	i
COc1ccc(C2CC(c3cc(OC)ccc3OC)n3nnnc3N2)cc1 (stereo unspecified)	i	i	-2%	i	-1%	i	10%	-1.3%	u	-2.5%	i
COc1cc(OC)c2c(C)c(Cl)c(=O)oc2c1	4.3e-07M*	i	1%	i	1%	4.5e-07M*	9%	-3.5%	16%	-0.4%	i
Cc1ccc(-c2[nH]nc3c2C(c2ccc(OC(=O)N4CCOCC4)cc2)C(C#N)=C(N)O3)cc1 (stereo unspecified)	i	i	-6%	i	-1%	i	45%[activator]	0.9%	8%	1.0%	u
Cc1cccc(CSc2nnc(Cn3c(=O)sc4ccccc43)n2C)c1	x	x	-3%	x	0%	x	x	-1.9%	9%	0.6%	x
CSc1nnc2c3c4c(sc3nc(-n3nc(C)cc3C)n12)COC(C)(C)C4	8.6e-08M*	i	-6%	i	-8%	6.7e-08M*	20%	2.3%	15%	-0.9%	u
O=C(O)[C@H]1CCCC[C@@H]1C(=O)Nc1nc2ccccc2[nH]1	i	i	-1%[11.5 µM]	i	1%[11.5 µM]	i	x	1.1%[15.4 µM]	-1%[11.4 µM]	-0.2%[15.4 µM]	i
NC(=O)c1ccc(F)cc1	i	i	4%	i	0%	i	4%	-2.9%	1%	1.7%	i
CCOC(=O)c1cnc2c(Cl)c(Cl)ccc2c1N1CCN(C)CC1	i	i	-3%	i	-2%	i	63%[activator]	2.8%	0%	-1.8%	i
CCNS(=O)(=O)c1ccc(NS(=O)(=O)c2cc(C)ccc2C)cc1	u	i	0%	i	0%	u	u	0.1%	-1%	1.3%	i
Cc1cccc(N2CCN(C(=O)n3ccnc3)CC2)c1C	i	i	-2%	i	-15%	i	-3%	-1.4%	8%	0.5%	i
N#CC1=C(N)C(C#N)(C#N)C(c2cccnc2)C2COCC=C12 (stereo unspecified)	u	i	u	i	-15%	u	-10%	-3.1%	u	-1.7%	i
Cc1nc2nc(COc3ccccc3)nn2c(C)c1Cl	i	i	0%	u	0%	i	0%	0.5%	11%	1.4%	i
CC[N+](C)(CC)CC(=O)Nc1c(C)cccc1C	x	x	0%	x	2%	x	x	-3.6%	-4%	1.3%	x
COC(=O)N1CCC2(CCN(C(=O)NC(C)C)CC2)CC1	i	i	-1%	i	0%	i	-3%	-0.2%	12%	0.5%	i
CCOC(=O)c1c(NC(=O)c2ccc(S(=O)(=O)N3CCOCC3)cc2)sc2c1CCN(C)C2	2.5e-08M*	i	-7%	u	-9%	1.4e-08M*	39%[activator]	0.4%	-10%	0.0%	i
CCCn1c(N2CCN(S(=O)(=O)Cc3ccccc3)CC2)nc2ccccc21	i	i	0%	i	0%	i	-5%	-2.9%	25µM*	-3.2%	i
COC(=O)CCCC(=O)Nc1c(F)c(F)c(F)c(F)c1F	x	x	-4%	x	3%	x	-2%	-3.0%	10%	2.7%	x
[O-][n+]1onc2c1C(N1CCOCC1)CCC2N1CCOCC1 (stereo unspecified)	5.9e-08M*	i	1%	i	0%	4.9e-08M*	-7%	-0.8%	19%	-1.7%	u
Cc1cc(C(F)F)n2nc(C(=O)Nc3ccccc3F)nc2n1	i	i	-1%	u	1%	i	6%	-2.3%	1%	-1.9%	i
COC(=O)c1ccc(C(=O)OC)c(NC2=NS(=O)(=O)c3ccccc32)c1	2.2e-07M*	i	-4%	i	-4%	2.4e-07M*	-7%	-5.3%	19%	-0.6%	i
OCCN1CCOCCN(CCO)CCOCC1	i	i	3%	u	-1%	i	3%	-2.4%	1%	0.2%	i
N=C(N)SCc1nc(-c2ccc(Cl)cc2)no1	i	i	-3%[11.5 µM]	i	-2%[11.5 µM]	i	x	-1.4%[15.4 µM]	-13%[11.4 µM]	-0.8%[15.4 µM]	i
O=C(c1ccco1)N1CCC[C@@]2(CCN(c3cccc(-c4ccccc4)c3)C2)C1	i	i	-2%	i	-5%	i	129%[activator]	4.1%	u	1.0%	i
Cn1c2c(c(=O)n(C)c1=O)CN(Cc1ccc(F)cc1)CN2	i	i	0%	i	-1%	i	-1%	-1.5%	4%	0.0%	u
CCOC(=O)C1CCc2nc3ccccc3c(=O)n21 (stereo unspecified)	x	x	-1%	x	0%	x	1%	-2.6%	0%	0.2%	x
CCOc1cccc(OCCOCCN(C)Cc2ccccc2)c1	x	x	-1%	x	0%	x	11%[7.66 µM]	-3.3%	u	-0.5%	x
O=C(NC1CCCCC1)N1CCN(Cc2nc3ccccc3c(=O)[nH]2)CC1	u	i	0%	i	-2%	u	7%	0.2%	4%	0.1%	u
CCOC(=O)N1CCN(C(=O)C2CCN(Cc3nc(-c4ccccc4C)oc3C)CC2)CC1	x	x	-4%	x	-1%	x	x	-1.3%	2%	0.8%	x
CCS(=O)(=O)N1CCN(c2ccccc2F)CC1	i	i	1%	i	1%	i	1%	-3.0%	1%	-1.1%	i
CN1CCN(Cc2c(C#N)c3ccccc3n2C)CC1	i	i	0%	u	-1%	i	0%	-0.7%	18%	-0.5%	i
CC(C)(C)CNCCO	i	i	-3%[11.5 µM]	i	1%[11.5 µM]	i	x	-2.6%[15.4 µM]	-5%[11.4 µM]	0.9%[15.4 µM]	u

An excerpt. The share of hits here may be higher or lower than overall.
